High-throughput results as filed in PubChem.
BoNT-A LC inh2 – BoNT A light chain protease inhibition; multiplex microsphere protease substrate cleavage, flow cytometry; inhibition, % at 10 µM; actives 0.17% (n = 360,000); AID 588499; note: plate controls were buffer without enzyme for full effect and enzyme alone for no effect
PfHsp40 rescue – compounds rescuing yeast from Plasmodium falciparum HSP40 toxicity | S. cerevisiae expressing PfHsp40, growth rescue, ATP luminescence | growth rescue, % at 12.5 µM | actives 0.68% (n = 340,000); in the data active = growth rescue above about 28%, passing the limit was not always enough;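 note: yeast W303a lacking pdr1 and pdr3 grown in galactose medium; growth measured after three days at 30 °C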
TcdB GH inh – inhibitors of Clostridioides difficile toxin B glycohydrolase; actives 0.24% (n = 350,000); TcdB glycohydrolase enzymatic assay, plate reader; P18177; AID 652162; inhibition, % at 9.99 µM; in the data active = inhibition above about 10%
BH1578 lux ind – induces V. cholerae light production without autoinducers. V. cholerae BH1578 lux reporter, luminescence, 6 h. activation, % at 18.7 µM. actives 0.16% (n = 350,000); in the data active = activation mostly above about 9.7%, no sharp cut-off; note: not every result past the cut was called active; inactives centre near 0; reference of the scale not given here
SSB-PriA inh – K. pneumoniae PriA-SSBct interaction inhibition; inhibition, % at 33 µM; AlphaScreen SSBct-PriA binding, biotinylated peptide; actives 0.6% (n = 430,000); AID 1272365; in the data active = inhibition mostly above about 37%, no sharp cut-off; inactive = mostly below about 20%;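 note: plate controls were negative control peptide for no effect and reference peptide for full effect; strong numbers were not always called active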
CCHF vOTU inh – CCHFV vOTU protease inhibition; Pep-AMC fluorescence; inhibition, % at 11.5 µM; actives 0.55% (n = 370,000); AID 651958; in the data active = inhibition above about 30%; note: 0% = vehicle wells with enzyme and 100% = no enzyme wells
DUSP3 inh – DUSP3 (human) phosphatase inhibition. P51452. AID 1654. actives 0.52% (n = 290,000). inhibition, % at 13.3 µM. recombinant VHR phosphatase, pNPP absorbance; in the data active = inhibition above about 50%; note: some compounds called inactive have numbers as strong as hits
Target sequence (P51452 whole entry, looked up): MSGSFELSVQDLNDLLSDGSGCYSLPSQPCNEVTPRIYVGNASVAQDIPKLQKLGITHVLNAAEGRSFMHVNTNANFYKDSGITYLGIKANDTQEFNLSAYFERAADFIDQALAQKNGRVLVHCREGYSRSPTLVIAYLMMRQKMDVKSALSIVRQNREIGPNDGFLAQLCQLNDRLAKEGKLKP
Yp Topo-I inh – inhibitors of Yersinia pestis topoisomerase I; AID 504884; actives 0.064% (n = 360,000); Y. pestis Topo-I cleavage product accumulation, plate reader; activity, % at 10 µM; in the data active = activity above about 50%, passing the limit was not always enough; note: inactives centre near 2
SARS 3CLpro inh – SARS-CoV 3CLpro protease inhibition; P0C6X7; recombinant SARS-CoV 3CLpro, quenched FRET peptide cleavage; inhibition, % at 6 µM; actives 0.14% (n = 290,000); AID 1706; in the data active = inhibition above about 12%
Anthrax LF prot – anthrax lethal factor protease inhibition; P15917; multiplex microsphere protease cleavage assay, LF; inhibition, % at 10 µM; actives 0.12% (n = 360,000); note: plate controls were buffer without enzyme for full effect and enzyme alone for no effect
Target sequence (P15917 whole entry, looked up): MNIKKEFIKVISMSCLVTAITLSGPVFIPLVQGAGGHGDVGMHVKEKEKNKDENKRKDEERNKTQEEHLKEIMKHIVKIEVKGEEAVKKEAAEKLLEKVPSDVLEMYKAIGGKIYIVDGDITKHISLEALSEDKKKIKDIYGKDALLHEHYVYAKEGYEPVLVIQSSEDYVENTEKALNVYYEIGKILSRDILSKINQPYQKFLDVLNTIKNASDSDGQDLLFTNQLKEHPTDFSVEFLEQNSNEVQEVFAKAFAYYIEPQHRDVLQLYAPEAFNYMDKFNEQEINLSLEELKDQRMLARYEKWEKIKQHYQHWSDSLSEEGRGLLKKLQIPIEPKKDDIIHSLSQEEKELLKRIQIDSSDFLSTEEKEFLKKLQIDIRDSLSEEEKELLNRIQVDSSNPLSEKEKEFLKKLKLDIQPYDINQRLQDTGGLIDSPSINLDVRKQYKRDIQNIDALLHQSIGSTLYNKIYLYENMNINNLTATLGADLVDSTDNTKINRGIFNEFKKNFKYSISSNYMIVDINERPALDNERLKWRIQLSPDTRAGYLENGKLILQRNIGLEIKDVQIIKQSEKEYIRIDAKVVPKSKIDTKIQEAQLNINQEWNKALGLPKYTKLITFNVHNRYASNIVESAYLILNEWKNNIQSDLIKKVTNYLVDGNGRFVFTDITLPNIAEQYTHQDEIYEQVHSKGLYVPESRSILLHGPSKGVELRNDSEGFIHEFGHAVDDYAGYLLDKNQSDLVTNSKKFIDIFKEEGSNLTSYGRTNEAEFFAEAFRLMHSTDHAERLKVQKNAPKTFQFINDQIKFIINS
* = called active by the depositor; i = inactive; / = no result given; & = joins results of further samples. Cut-off read from the data, not from the text of the source, unless noted: active = inhibition above about 30%; inconclusive = no clear call, values can overlap the other calls; inactive = below that. These rows are one share of the data, so the mix of outcomes need not match the whole.

SMILES	BoNT-A LC inh2	PfHsp40 rescue	TcdB GH inh	BH1578 lux ind	SSB-PriA inh	CCHF vOTU inh	DUSP3 inh	Yp Topo-I inh	SARS 3CLpro inh	Anthrax LF prot
O=C(c1cc2ccccc2o1)N(Cc1nnc(-c2ccccc2Cl)o1)C1CC1	2.1	-1.6	0.4	i	0	6	/	37	/	1
CC(C)CC(N)c1csc(Nc2ccc(C(F)(F)F)cn2)n1 (stereo not given)	-0.3	/	1.3	-1.2	/	27	/	-9	/	-1
Cc1ccc(CNC(=O)C2CCN(S(=O)(=O)N3CCC(C)CC3)CC2)cc1	-0.3	/	0.0	i	/	-14	/	6	/	-1
O=C1CS/C(=N\N=C\c2ccccc2Cl)N1CC1CC1	-0.4	0.4	-0.3	0.7	/	-1	18	3	3	10
COc1ccccc1N1CCN(C(=O)CCCn2c(=O)[nH]c3ccsc3c2=O)CC1	2.6	-0.1	2.8	-0.3	-8	7	15	16	2	-2
Cc1c(S(=O)(=O)c2ccccn2)c(N)n(Cc2ccccc2)c1C	/	/	0.4	-0.4	0	0	8	11	2	/
CCOC(=O)N1CCC(N(CCOC)C(=O)Nc2ccc(C)c(C)c2)CC1	-0.2	0.3	/	-0.4	-10	-12	-5	20	1	-2
COc1ccc(S(=O)(=O)N(CC(=O)N2CCOCC2)c2cc(Cl)ccc2OC)cc1OC	-1.5	-0.1	1.1	-0.5	-7	9	7	8	-2	-2
COc1ccc(CCNC(=O)c2ccc(CNS(=O)(=O)c3ccc(C(C)(C)C)cc3)cc2)cc1OC	0.0	-0.4	/	6.8	3&-6	8	-4	2	2	0
O=C(O)CN1C(=O)/C(=C\c2cc(Br)ccc2OCc2ccc(Cl)cc2Cl)SC1=S	-2.0	5.6	2.0	1.5	3	/	40	10	6	-6
CC(NCc1ccc(OCC(N)=O)cc1)C12CC3CC(CC(C3)C1)C2 (stereo not given)	-1.5	-1.5	1.3	-0.7	-9	5	2	10	3	-9
O=C(C/C=N/OCc1c(Cl)cccc1Cl)c1cnc(-c2ccccc2)s1	0.8	-0.1	/	-0.6	/	18	6	-3	4	1
COc1ccccc1C(=O)NC(=S)Nc1ccc(N2CCN(C(=O)c3ccco3)CC2)cc1	-1.2	1.4	3.0	0.7	16	1	0	4	1	2
CC(=O)c1ccc(OCc2cccc(C(F)(F)F)c2)cc1O	-0.2	-0.3	0.5	-0.3	-4	11	31	1	4	-1
O=C(CCC(=O)N1CCOc2ccc(Cl)cc21)NCCCN1CCN(c2ccccc2F)CC1	-0.5	1.2	1.9	-1.2	5	-4	6	17	2	-4

Reprinted at random: 7 records from the list.
SMILES	BoNT-A LC inh2	PfHsp40 rescue	TcdB GH inh	BH1578 lux ind	SSB-PriA inh	CCHF vOTU inh	DUSP3 inh	Yp Topo-I inh	SARS 3CLpro inh	Anthrax LF prot
Cc1ccc(CNC(=O)C2CCN(S(=O)(=O)N3CCC(C)CC3)CC2)cc1	-0.3	/	0.0	i	/	-14	/	6	/	-1
COc1ccccc1C(=O)NC(=S)Nc1ccc(N2CCN(C(=O)c3ccco3)CC2)cc1	-1.2	1.4	3.0	0.7	16	1	0	4	1	2
COc1ccccc1N1CCN(C(=O)CCCn2c(=O)[nH]c3ccsc3c2=O)CC1	2.6	-0.1	2.8	-0.3	-8	7	15	16	2	-2
COc1ccc(CCNC(=O)c2ccc(CNS(=O)(=O)c3ccc(C(C)(C)C)cc3)cc2)cc1OC	0.0	-0.4	/	6.8	3&-6	8	-4	2	2	0
O=C(O)CN1C(=O)/C(=C\c2cc(Br)ccc2OCc2ccc(Cl)cc2Cl)SC1=S	-2.0	5.6	2.0	1.5	3	/	40	10	6	-6
CC(NCc1ccc(OCC(N)=O)cc1)C12CC3CC(CC(C3)C1)C2 (stereo not given)	-1.5	-1.5	1.3	-0.7	-9	5	2	10	3	-9
O=C(C/C=N/OCc1c(Cl)cccc1Cl)c1cnc(-c2ccccc2)s1	0.8	-0.1	/	-0.6	/	18	6	-3	4	1

(further entries)
SMILES	BoNT-A LC inh2	PfHsp40 rescue	TcdB GH inh	BH1578 lux ind	SSB-PriA inh	CCHF vOTU inh	DUSP3 inh	Yp Topo-I inh	SARS 3CLpro inh	Anthrax LF prot
N[C@@H](Cc1ccccc1)C(=O)N1CCC(C(=O)NCC(=O)Nc2ccc(F)cc2)CC1	1.1	-1.2	2.0	i	-9	0	8	-17	-1	-4
C/C(Cc1ccccc1)=N\NC(=O)CNC(=O)c1ccc(C(C)(C)C)cc1	-0.4	1.1	0.3	1.1	/	2	26	12	4	-2
Cc1ccccc1C(=O)N1CCC(C(=O)NC2CCCCC2)CC1	0.0	-0.5	0.5	i	-10	0	-30	-3	2	-12
Nc1nc(-c2ccc3c(c2)CCCC3)cs1	-2.1	0.8	/	-0.3	20	6	22	-7	-2	0
O=C(NC1CCCCC1)c1cccnc1C(=O)O	0.1	-0.5	/	-0.4	-5	3	12	3	6	1
Cc1ccc(CN(C)CC(=O)Nc2cccc([N+](=O)[O-])c2)o1	-0.4	0.1	-1.3	-0.2	-5	-3	22	-5	-3	-3
O=S(=O)(Nc1cccc(-c2ccc3nncn3n2)c1)c1cccc(F)c1	1.3	0.7	-1.1	i	-7&-6	-6	/	0	/	-5
Cc1nn(Cc2ccccc2Cl)c(C)c1NC(=O)c1nc2ncccn2n1	1.0	0.3	0.7	/	7	-7	22	1	-3	0
CCc1ccc(NCc2ccc(OC)c(Cn3ccnc3)c2)cc1	0.1	0.5	0.6	-1.2	-7	-2	26	6	-1	10
N#C/C(=C/c1cc(Br)cs1)C(=O)NCC1CCCO1 (stereo not given)	0.8	-0.7	/	i	-15	12	17	-5	-7	4
CCCCc1nc2sc3c(c2c(=O)[nH]1)CC(C)(C)OC3	0.2	0.2	-0.9	-0.5	-3	-10	/	5	/	5
COc1ccc(C)cc1NC(=O)c1ccc(OCc2c(C)noc2C)cc1	0.3	3.4	1.2	/	-2	18	/	28	/	-2
Cc1ccc(NC(=O)c2ccccc2NC(=O)c2cccs2)cc1	0.8	0.1	0.3	-4.0	-3	9	17	2	2	6
CCc1nnc(NC(=O)CSc2nnc(-c3ccco3)n2CC)s1	-1.8	1.0	/	-0.2	1	2	19	-1	1	2
CCN(CC)C(=O)c1sc(NC(=O)c2c(OC)cccc2OC)c(C#N)c1C	-0.3	0.2	-0.5	i	-8	7	19	-7	3	-1
Nc1nc(=S)[nH]c2c1C1(CCCCC1)Cc1ccccc1-2	-0.5	-0.8	2.3	-0.6	12	-13	5	0	-3	-4
CC(C)C(=O)N1C2CCC1CC(O)(c1ccc(F)cc1)C2 (stereo not given)	-0.1	-2.6	/	i	-5	25	7	-5	2	2
O=C(COC(=O)c1ccc(S(=O)(=O)N2CCOCC2)cc1)NCc1ccccc1	-1.2	-0.1	-0.3	0.6	1	6	/	4	/	4
C=C(C)CNC(=S)N/N=C1\CCCCc2ccccc21	-0.7	-0.1	0.4	i	/	-7	-8	24	1	1
CC1(C)Cc2nc(NCCN3CCOCC3)c(C#N)cc2CO1	0.3	1.2	/	-0.4	-12	18	17	7	1	-7
O=[N+]([O-])c1ccc(S(=O)Cc2ccccc2)c([N+](=O)[O-])c1 (stereo not given)	-0.1	253*	0.4	i	-7	-2	/	-7	/	-2
COc1cccc(CNC(=O)c2cccnc2Sc2ccc(C)cc2C)c1	-2.4	0.0	0.6	5.0	-14	9	6	29	-4	-2
CC(=O)c1ccc(NC(=O)c2sc3nc(N4CCOCC4)c4c(c3c2N)CCCC4)cc1	-0.1	-0.6	1.9	-3.8	-7	8	-3	14	-3	-1
COc1cccc(-n2cnc3scc(-c4cccs4)c3c2=O)c1	0.0	-0.5	/	-0.4	-10	5	3	7	4	-2
O=C(CSc1nnc(-c2ccco2)n1Cc1ccco1)N1CCOCC1	0.1	0.8	/	-1.0	-8	1	22	1	-1	1
CCCS(=O)(=O)N1CCC(C(=O)NC2CCCCC2C)CC1 (stereo not given)	0.1	-1.4	/	i	-11	-7	8	0	-3	-2
COc1cc(C(=O)CCN2CCC(c3ccccc3)C2)cc(OC)c1OC (stereo not given)	0.6	0.3	1.5	i	-6	-2	-8	5	0	-4
CC(C)Cc1nnc(NC(=O)CSc2nc(N)cc(=O)[nH]2)s1	0.9	0.5	/	-0.4	-4	-2	30	-2	4	-3
CNS(=O)(=O)c1ccc2nc(NC(=O)/C=C/c3ccco3)sc2c1	-1.5	0.9	0.9	2.6	1	-3	14	6	2	-1
COc1ccc(NC(=O)CCCn2c(=O)c3sccc3n(Cc3ccc(C)cc3)c2=O)cc1	-1.6	-0.1	/	-0.3	-16	-11	22	17	-2	-7
Cc1cc(-c2n[nH]c(=S)n2CC(C)C)cs1	-0.3	-3.0	2.3	-0.3	-15	8	-8	7	-2	-2
CN(C)S(=O)(=O)c1cc(NC(=O)CSc2cccc[n+]2[O-])ccc1Cl	/	-0.1	1.0	-0.3	-14	-10	/	-1	/	/
O=Cc1ccc(N2CCN(S(=O)(=O)c3ccc4c(c3)CC(=O)N4)CC2)cc1	-0.7	/	1.5	-1.0	/	26	/	-2	/	0
O=C(Nc1ccc2[nH]c(=S)sc2c1)Nc1ccccc1F	-3.1	0.6	1.4	i	-19	10	14	-11	5	-9
CCc1noc(C)c1C(=O)N1CCC(CCC(=O)Nc2cccc(C)c2)CC1	12	0.6	1.4	i	4	-5	-17	1	5	10
CCc1ccnc(NS(=O)(=O)c2ccc3c(c2)OCCO3)c1	-0.2	/	1.3	i	5	0	-18	5	1	2
COc1cccc(C(=O)NNC(=O)CCN2CCN(c3ccccc3)CC2)c1	0.1	-1.0	-12	0.0	-11	3	/	-9	/	-1
CCNc1nc(Oc2c(Cl)cccc2Cl)cc(C(F)(F)F)n1	-1.5	0.3	/	-0.3	-17	3	31	21	-1	6
CCCCC(=O)NC(c1ccc(OC)c(OC)c1)c1ccc2cccnc2c1O (stereo not given)	-0.9	222*	0.2	-0.2	9	0	/	17	/	-7
CCCCCC(=O)NC(=S)NNC(=O)c1ccc([N+](=O)[O-])cc1	-0.4	3.3	1.1	-0.3	-13	-8	-17	-1	2	1
CCOC(=O)C1=C(C)NC(=O)NC1c1ccsc1 (stereo not given)	0.2	-0.8	0.6	/	-7	-17	25	-2	6	-9
O=C(C(Cl)Cl)N1CCN(Cc2ccccc2)CC1	0.4	-0.4	0.4	-0.4	-3	-11	8	4	1	-1
CCCC(C)C(=O)Nc1ccc(F)c(Cl)c1 (stereo not given)	-0.9	0.0	0.5	-0.3	-35	13	12	8	2	-6
CN1CCN(CCC(=O)Nc2cccc(F)c2)CC1	1.8	0.6	/	-6.7	-2	-3	-17	4	-3	-1
COc1cccc(C(=O)C2CN(C)CC2c2ccc(Cl)cc2)c1 (stereo not given)	-1.3	0.2	2.7	-0.1	10	-20	7	14	2	-3
Cc1nn(-c2ncc(C(F)(F)F)cc2Cl)c(=O)n1-c1ccccc1F	-2.3	-0.7	-1.1	-0.3	-12	3	7	-2	3	-4
CC(=O)Nc1nc(C)cs1	0.8	0.9	0.0	-0.4	-17	-13	2	2	6	0
CCOC(=O)C1CCCN(C(=O)c2ccc3oc(Cc4ccccc4)nc3c2)C1 (stereo not given)	0.2	0.3	0.4	-6.2	-12	14	28	23	-4	3
COc1ccc(O)c(/C=N/c2sc(C)c(C)c2C#N)c1	-0.4	-0.9	/	i	/	-5	-16	-9	3	-14
O=C(Nc1cc(S(=O)(=O)N2CCOCC2)ccc1N1CCOCC1)c1cccs1	-3.0	-1.0	1.3	i	-1	-3	/	4	/	-3
COc1ccc2c(c1)OC[C@H]1[C@H]2N2C(=O)[C@H](C)NC(=O)[C@@]2(C)[C@H]1c1ccccc1	-0.2	-0.2	0.8	-0.8	-21	5	/	-2	/	4
O=[N+]([O-])c1ccc(OCc2n[nH]c(=S)n2-c2ccccc2)cc1	-0.9	-0.6	-5.1	1.9	-4	4	8	4	0	-7
CCn1c(SCC(=O)N2CCN(c3ccccc3F)CC2)nnc1-c1ccoc1C	-0.4	-0.2	/	-0.2	-14	6	8	10	-1	1
